Bioassay records deposited in PubChem by several laboratories.
GalR3 antag – GalR3 antagonists in HEK293 cells, primary screen, cell-based, fluorescence readout; HEK293 GalR3-CNG cAMP membrane potential fluorescence; galR3 body fused to GalR1 C-terminus; Galanin receptor type 3 (Homo sapiens), O60755; inhibition, % at 3 µM; 360,000 tested, 0.44% active;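 active = inhibition above the screen-wide average plus 3 SD, cut at about 13% in these data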;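 note: forskolin and galanin both at EC90 stimulate the cells; cAMP rise reported by CNG channel membrane potential dye signal; 0% = forskolin plus galanin with DMSO and 100% = forskolin alone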
IDE act – human IDE activators in live cells, primary screen, fluorescence polarization, HEK cells, FAbeta-B substrate. FAbeta-B cleavage; 0% vehicle, 100% cell-free pure enzyme wells. activation, % at 5.96 µM. 340,000 tested, 0.073% active. Insulin-degrading enzyme (Homo sapiens), P14735;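 active = activation above the mean of all tested compounds plus 3 SD, set per screening campaign, cut at about 17% in these data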
MEKK3 PB1 HTS – modulators of MEKK3-MEK5 PB1 binding, primary screen, biochemical, wildtype MEKK3, multiplex bead flow cytometry, Alexa488-MEK5; 290,000 tested, 1.4% active; bead-based flow cytometry, Alexa488-MEK5 binding to MEKK3; actives lie on both sides; 0 = blocked by unlabeled MEK5, 100 = vehicle; binding response (% of control), % at 10 µM; Mitogen-activated protein kinase kinase kinase 3 (Homo sapiens), Q99759;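 active = binding response more than 3 SD above or below the average of its plate-row segment, actives on both sides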;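 note: Alexa488 bead fluorescence after subtracting the streptavidin-only scavenger bead signal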
CHRM4 PAM – human M4 muscarinic receptor positive allosteric modulators, primary screen, CHO-K1 cells, Fluo-8 calcium fluorescence | Muscarinic acetylcholine receptor M4 (Homo sapiens), P08173 | CHO-K1 hM4/Gqi5, ACh EC20; 0% = ACh EC20, 100% = maximal ACh | activation, % at 3 µM | 360,000 tested, 0.4% active;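 active = activation above its plate's cutoff, the mean activation of sample wells plus 3 SD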; note: some results filed as inactive read as strong as hits
p-CIP stab down – p/CIP-EGFP fusion destabilizers, primary screen, fluorescence, F442A cells; Q05BA5; 16 h; 290,000 tested, 0.01% active; decrease of EGFP signal, % at 10 µM; AID 1984, 2009;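 active = EGFP signal decrease of at least 30% at 10 µM or well 3 SD below plate mean, unless failing retest; inactive = the rest, including hits failing retest or dose response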; note: some compounds called inactive have numbers as strong as hits; many of its hits are not listed in these tables
Target sequence (Q05BA5 1-1403): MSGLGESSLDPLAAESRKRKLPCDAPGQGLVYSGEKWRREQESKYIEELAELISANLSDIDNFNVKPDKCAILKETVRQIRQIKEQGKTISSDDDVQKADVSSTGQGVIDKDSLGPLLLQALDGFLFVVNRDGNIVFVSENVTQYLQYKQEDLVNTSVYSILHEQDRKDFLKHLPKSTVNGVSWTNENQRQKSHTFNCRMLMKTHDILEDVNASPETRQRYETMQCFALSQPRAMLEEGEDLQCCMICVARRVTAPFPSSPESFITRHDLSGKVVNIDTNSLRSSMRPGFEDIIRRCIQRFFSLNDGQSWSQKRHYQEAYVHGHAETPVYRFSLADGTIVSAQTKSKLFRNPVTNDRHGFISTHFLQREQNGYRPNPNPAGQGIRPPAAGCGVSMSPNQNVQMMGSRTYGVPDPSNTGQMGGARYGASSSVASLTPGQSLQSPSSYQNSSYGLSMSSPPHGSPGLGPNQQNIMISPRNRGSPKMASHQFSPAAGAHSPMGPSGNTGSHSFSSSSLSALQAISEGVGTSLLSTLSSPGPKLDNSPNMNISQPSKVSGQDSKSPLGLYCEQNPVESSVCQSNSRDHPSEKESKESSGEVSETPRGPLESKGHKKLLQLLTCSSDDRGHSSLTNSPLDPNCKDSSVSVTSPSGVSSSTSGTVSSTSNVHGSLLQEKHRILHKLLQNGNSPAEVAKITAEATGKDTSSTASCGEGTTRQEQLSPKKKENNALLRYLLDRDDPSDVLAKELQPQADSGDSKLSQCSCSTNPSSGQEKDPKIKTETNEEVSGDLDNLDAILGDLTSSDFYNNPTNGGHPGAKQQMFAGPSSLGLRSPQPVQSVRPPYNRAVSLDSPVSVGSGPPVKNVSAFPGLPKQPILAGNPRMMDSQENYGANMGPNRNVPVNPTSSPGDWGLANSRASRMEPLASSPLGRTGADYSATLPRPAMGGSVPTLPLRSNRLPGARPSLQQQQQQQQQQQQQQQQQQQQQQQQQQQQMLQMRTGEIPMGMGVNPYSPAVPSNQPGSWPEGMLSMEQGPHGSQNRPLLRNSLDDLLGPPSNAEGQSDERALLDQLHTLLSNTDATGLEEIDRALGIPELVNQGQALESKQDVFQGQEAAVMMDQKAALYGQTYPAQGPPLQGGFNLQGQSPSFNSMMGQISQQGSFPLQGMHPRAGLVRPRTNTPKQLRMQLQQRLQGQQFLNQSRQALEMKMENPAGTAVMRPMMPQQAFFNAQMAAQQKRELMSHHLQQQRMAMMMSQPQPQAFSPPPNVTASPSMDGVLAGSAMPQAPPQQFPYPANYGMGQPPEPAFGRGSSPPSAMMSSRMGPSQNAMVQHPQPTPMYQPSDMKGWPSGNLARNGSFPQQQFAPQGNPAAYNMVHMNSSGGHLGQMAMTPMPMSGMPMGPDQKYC
CRFBP-R2 block – antagonists of CRF-BP/CRF-R2 complex, primary screen, cell-based, HEK293, calcium dye fluorescence, uHTS | CRF-induced calcium fluorescence | inhibition, % at 11.8 µM | 350,000 tested, 0.59% active | AID 588475, 2011;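 active = inhibition of the ligand-induced calcium signal above about 50% at the single tested concentration, limit read from the data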
CRFBP-R2 agonist – agonists of CRF-BP/CRF-R2 complex, primary screen, cell-based, HEK293, calcium dye fluorescence, uHTS. CRF-binding protein / CRF receptor 2 complex (human). calcium dye fluorescence (FLIPR); percent of saturating CRF peptide response. activation, % at 13.2 µM. 350,000 tested, 0.46% active. AID 588473, 2011;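 active = activation of at least 50%, plus an integration ratio under a set limit after plate pattern correction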;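 note: plate controls were neutral control wells without compound for no effect and CRF at EC100 for full effect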
PHOSPHO1 inh – PubChem AID 1565; inhibition, % at 13.3 µM; recombinant PHOSPHO1, absorbance phosphatase assay; 290,000 tested, 1.1% active; in the data active = inhibition above about 60%
IDE inh – human IDE inhibitors in live cells, primary screen, fluorescence polarization, HEK cells, FAbetaB substrate; FAbetaB cleavage; 320,000 tested, 0.41% active; Insulin-degrading enzyme (Homo sapiens), P14735; inhibition, % at 5.59 µM; AID 434962, 2010;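 active = percent inhibition above the average of all tested compounds plus 3 SD, set per screening campaign, cut at about 16% in these data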;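 note: IDE supplied by intact live HEK cells; FP after avidin binding of uncleaved biotin substrate so inhibition keeps polarization high; 0% = DMSO wells and 100% = 60 µM reference IDE inhibitor Ii1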
Numbers without * were called inactive; nt = no result given; [ ] = another dose, or the depositor's remark. Outcome played no part in choosing rows (roughly 4.2% active in at least one column).

SMILES	GalR3 antag	IDE act	MEKK3 PB1 HTS	CHRM4 PAM	p-CIP stab down	CRFBP-R2 block	CRFBP-R2 agonist	PHOSPHO1 inh	IDE inh
CCOc1ccc(S(=O)(=O)N(C)CC(=O)NCc2ccc3c(c2)OCO3)cc1	-7	-1	97	-6	6	15	-1.1	14	4
CN1CCN(c2ccc(Cl)cc2NC(=O)CN2C(=O)NC(C)(c3ccccc3)C2=O)CC1 (configuration not stated)	-4	4	nt	13	nt	2	4.7	nt	8
O=C(CNS(=O)(=O)c1ccc(Br)cc1Cl)OCC(=O)c1ccc[nH]1	-3	4	nt	1	nt	13	-1.2	nt	4
O=C(O)CCc1nnc(SCC(=O)Nc2cccc(C(F)(F)F)c2)[nH]c1=O	-2	-1	99	0	1	-7	0.8	-2	-5
COc1ccccc1-c1cn(S(=O)(=O)c2ccc(C)cc2)nc1N	-9	2	103	5	-6	-6	-1.3	7	2
Cc1ccc(C(=O)NCC(=O)OCCCn2c(=O)[nH]c3ccccc32)cc1	-3	-2	nt	3	nt	-1	-0.9	nt	-2
Nc1cc(=O)[nH]c(=O)n1CCc1ccccc1	-10	4	104	2	7	-10	5.7	51	-3
O=C(O)Cn1cc(CN2CCOCC2)c2ccccc21	-10	1	106	-3	-3	5	-1.5	25	-1
FC(F)(F)c1nc(N2CCN(c3ccccc3)CC2)nc2c1CCCCC2	-1	5	99	5	-7	11	-1.7	35	-5
CCCOc1ccc(C(O)(CCC)CCN2CCCCC2)cc1 (configuration not stated)	-6	3	83	-20	-6	31	2.2	5	3
CCc1ccc(C(C(=O)NC2CCCCC2)N(C(=O)c2ccccn2)c2cccnc2)cc1 (configuration not stated)	nt	nt	98	nt	-10	nt	nt	3	1
COc1cc2oc(=O)cc(-c3ccc(-c4ccc(OC(F)(F)F)cc4)cc3)c2c(OC)c1OC	-3	1	nt	-8	nt	10	1.4	nt	nt
Cc1nnc(NC(=O)c2ccccc2Oc2ccccc2)s1	-7	6	97	4	1	-25	-5.4	22	-4
CC(=O)Nc1ccc(C(=O)N/C(=C\c2ccccc2)C(=O)Nc2cccc(C(=O)O)c2)cc1	1	4	94	7	-9	6	-0.2	15	-7
O=C(Nc1cccc2ncccc12)c1ccc(Cl)cc1	-8	4	104	-1	4	-7	0.4	-34	1
O=C(Nc1cccc(S(=O)(=O)NCc2ccco2)c1)c1cc(-c2ccccc2)nc2ccccc12	-3	1	103	-2	-17	-60	11	7	1
Cc1ccc(CNS(=O)(=O)c2c(C)[nH]c(C)c2C(=O)N2CCCC2)cc1	-3	4	99	0	11	-11	-0.3	15	9
O=C(O)c1cc(Cl)c2c(c1)[C@@H]1C=CC[C@@H]1[C@H](c1ccc(S(=O)(=O)N3CCOCC3)cc1)N2	nt	-2	93	0	-18	4	2.7	0	-3
CCOC(=O)N1CCN(C(=O)c2ccc(N(C)S(C)(=O)=O)cc2)CC1	6	1	97	1	-10	-4	-1.9	43	-1
Cc1ccccc1CSCc1ccc(C(=O)NCCCN2CCOCC2)o1	-4	4	95	-5	9	3	-1.1	28	0
Cc1ccc(NC(=O)NNC(=O)c2cc3ccccc3cc2O)cc1	-1	9	97	1	5	5	1.4	-15	0
CC1(C)CN(c2ccc(Br)cc2Br)C1=O	-4	3	82	5	-11	13	-0.1	36	1
CCC(=NNS(=O)(=O)c1ccc(C)cc1)c1ccccc1	-3	nt	nt	0	nt	36	-0.3	nt	nt
Cc1oc(-c2ccccc2F)nc1CS(=O)(=O)CC(=O)NCCCN1CCN(C)CC1	-1	6	99	-1	9	-3	-1.2	12	-2
Cc1cc(-c2ccc(S(=O)(=O)N3CCN(C)CC3)s2)on1	1	2	96	6	3	-6	-0.9	45	-2
CCOc1ccc(NC(=O)CN(C2CCCCC2)S(C)(=O)=O)cc1	-5	-3	100	21	-9	13	-3.4	10	-3
O=C(CSc1ccccc1)Nc1cccc(S(=O)(=O)N2CCCCC2)c1	-4	7	nt	-9	nt	-9	-0.1	nt	-3
COc1ccc(-c2nn(CCC(=O)O)cc2/C=C2\SC(N)=NC2=O)cc1	-1	3	88	-2	4	-12	0.2	-5	-5
CC(=O)CSc1nnc(CN2C(=O)CSc3ccc(C(F)(F)F)cc32)n1C	5	-4	102	-4	-5	-1	1.1	25	8
COC(=O)c1ccc(NC(=O)Nc2ccccc2C)cc1	-9	10	105	5	-3	5	-2.4	18	4
CC(C)CCNC(=O)c1c[nH]c2ccc(S(=O)(=O)N3CCC4(CC3)OCCO4)cc2c1=O	-2	2	98	-2	-9	2	-0.2	11	3
O=C(COC(=O)c1ccccn1)Nc1cccc(Cl)c1	-2	7	101	6	-2	-6	8.0	24	4
O=C(CN1C(=O)c2ccccc2C1=O)Nc1cccc(O)c1	-8	3	107	-5	1	2	-0.3	-2	0
CC1CCCCN1c1nc(-c2ccncc2)nc2ccccc12 (configuration not stated)	-3	5	107	-1	-2	-37	-0.8	26	-2
O=C(Nc1ccccc1N1CCN(C(=O)c2ccc(Cl)cc2)CC1)c1cccc([N+](=O)[O-])c1	-4	2	92	-11	-14	-1	-0.2	20	0
COc1ccc(NC(=O)c2cc(S(=O)(=O)N3CCOCC3)ccc2C)cc1S(=O)(=O)N1CCOCC1	-6	2	nt	-2	nt	15	-2.1	nt	-1

A different layout for some results above.
mol: O=C(CN1C(=O)c2ccccc2C1=O)Nc1cccc(O)c1
  GalR3 antag: -8	IDE act: 3	MEKK3 PB1 HTS: 107	CHRM4 PAM: -5	p-CIP stab down: 1	CRFBP-R2 block: 2	CRFBP-R2 agonist: -0.3	PHOSPHO1 inh: -2	IDE inh: 0
mol: O=C(Nc1ccccc1N1CCN(C(=O)c2ccc(Cl)cc2)CC1)c1cccc([N+](=O)[O-])c1
  GalR3 antag: -4	IDE act: 2	MEKK3 PB1 HTS: 92	CHRM4 PAM: -11	p-CIP stab down: -14	CRFBP-R2 block: -1	CRFBP-R2 agonist: -0.2	PHOSPHO1 inh: 20	IDE inh: 0
mol: CCOc1ccc(NC(=O)CN(C2CCCCC2)S(C)(=O)=O)cc1
  GalR3 antag: -5	IDE act: -3	MEKK3 PB1 HTS: 100	CHRM4 PAM: 21	p-CIP stab down: -9	CRFBP-R2 block: 13	CRFBP-R2 agonist: -3.4	PHOSPHO1 inh: 10	IDE inh: -3

More results
SMILES	GalR3 antag	IDE act	MEKK3 PB1 HTS	CHRM4 PAM	p-CIP stab down	CRFBP-R2 block	CRFBP-R2 agonist	PHOSPHO1 inh	IDE inh
Cc1ccc(NC(=O)CSc2nnnn2C)cc1S(=O)(=O)N(C)C	-6	2	96	2	-3	4	-0.3	-1	3
CC(C)N(C(=O)CN1C(=O)NC2(CCCCCC2)C1=O)C(C)C	3	2	94	-2	-9	-17	-1.1	-7	0
O=C1CC(c2ccsc2)Sc2ccccc2N1 (configuration not stated)	1	5	58	-8	-2	-1	-0.4	47	2
O=C(COC(=O)c1cccc(Cl)c1)Nc1cc(Cl)ccc1Oc1ccccc1	-7	-3	105	4	-4	-2	7.8	-2	5
Clc1ccc(OCCCn2cncn2)cc1Cl	-6	2	nt	-2	-15	21	-0.8	11	-1
CCCCC1=CC2=CC(=O)C(C)(OC(=O)CC)C(=O)C2=CN1CCCCO (configuration not stated)	-5	2	115	0	-11	12	0.1	40	0
Cc1ccc(-n2c(SCC(=O)NNC(=S)Nc3ccccc3)nc3ccccc3c2=O)cc1	3	-1	109	-7	-11	-8	0.1	8	9
O=C(CCc1ccccc1)Nc1sc2c(c1C(=O)O)CCCC2	-2	nt	nt	-3	nt	15	-5.9	nt	7
C=CCn1c(SCCN2CCCC2)nc2c([nH]c3ccccc32)c1=O	-5	-1	50*[inhibitor]	0	-5	28	0.3	-13	1
Brc1ccc(Oc2nsnc2N2CCOCC2)cc1	-3	-5	100	24	0	19	1.6	-1	3
O=C(/C=C/c1ccccc1Cl)NCc1ccco1	-7	6	108	-2	-5	15	-6.9	-2	2
CCCN(CC(=O)Nc1ccccc1OC)C(=O)c1ccc2ncsc2c1	-5	4	nt	5	nt	-6	-1.2	nt	-4
COn1c(SC(C)C)nc2ccccc2c1=O	-3	5	101	9	4	6	-0.2	-80	-2
CCCCN(C)Cc1c(C)[nH]c2ccc(C)cc2c1=O	-1	-2	99	6	11	-35	1.3	-4	1
O=C(COc1ccc2ccccc2c1Br)NCc1ccccn1	-4	-7	103	-1	-1	-14	0.1	32	8
Cc1ccc(-c2nc(CS(=O)(=O)CC(=O)NCCCN3CCN(C)CC3)c(C)o2)cc1	nt	-4	111	1	-13	1	0.1	-1	1
Cn1ccc(NC(=O)Nc2ccc(Cl)cc2Cl)n1	-3	4	89	5	-4	-6	0.8	11	5
c1ccc(Oc2nc(N3CCOCC3)nc(N3CCOCC3)n2)cc1	2	-3	101	5	5	-6	-2.4	6	1
CCC(C)N(NC(C)=O)c1nc(Cl)nc(NC(C)(C)C)n1 (configuration not stated)	-1	3	87	-6	1	10	0.2	-3	0
O=C(O)/C=C/C(=O)N1CCN(S(=O)(=O)c2cccc(C(F)(F)F)c2)CC1	-4	2	104	0	2	14	0.0	6	-1
O=C(CSc1ncc(-c2ccc(F)cc2)[nH]1)N1CCCCC1	-4	-2	102	12	-6	8	0.1	7	-1
CC(C)N1CCN(C(=O)c2cccc(Cl)c2)CC1	1	3	101	4	11	8	0.5	nt	1
CN1OC[C@@H]2CN[C@H](c3ccc(-c4ccccc4)cc3)C[C@@H]21	2	nt	nt	-2	nt	3	-1.2	nt	nt
O=CN(c1ccccc1)c1ccc2ccccc2c1	-5	0	96	-8	-2	8	-1.5	41	2

Structures above printed as active in MEKK3 PB1 HTS:
SMILES	GalR3 antag	IDE act	MEKK3 PB1 HTS	CHRM4 PAM	p-CIP stab down	CRFBP-R2 block	CRFBP-R2 agonist	PHOSPHO1 inh	IDE inh
C=CCn1c(SCCN2CCCC2)nc2c([nH]c3ccccc32)c1=O	-5	-1	50*[inhibitor]	0	-5	28	0.3	-13	1

Next part.
SMILES	GalR3 antag	IDE act	MEKK3 PB1 HTS	CHRM4 PAM	p-CIP stab down	CRFBP-R2 block	CRFBP-R2 agonist	PHOSPHO1 inh	IDE inh
Cc1ccc(S(=O)(=O)CCC(=O)Nc2cccc(C)c2)cc1	3	0	95	24	-11	-7	2.6	1	-4
NC(=O)c1ccsc1NC(=O)c1ccc(S(=O)(=O)N2CCCCC2)cc1	2	-3	99	-7	-2	-21	0.2	-4	0
COc1ccc(CN(C)C(=O)c2cccc(S(=O)(=O)N3CCc4ccccc43)c2)c(OC)c1	-5	-3	nt	-4	nt	-2	0.5	nt	2
Cc1noc(C)c1NC(=O)N(C)C[C@@H]1Oc2cc(Br)ccc2S(=O)(=O)N([C@@H](C)CO)C[C@H]1C	-6	nt	nt	3	nt	-6	3.4	nt	nt
Cc1cccc2cc(CN(CC3CCCO3)C(=S)NCc3ccco3)c(=O)[nH]c12 (configuration not stated)	4	1	91	3	4	-18	-0.7	-10	3
CCCC1NC(=O)c2cccnc2-n2c1nc1ccc(Br)cc1c2=O (configuration not stated)	5	nt	nt	2	nt	8	0.4	nt	nt
